From PubChem BioAssay
Rv3671c protease: Rv3671c (M. tuberculosis) protease inhibition; 320,000 compounds, 0.048% hits; inhibition, % at 5.96 µM; in the data active means inhibition above about 38%;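 further: extracellular domain of Rv3671c used as enzyme; 0% = enzyme with DMSO and 100% = no enzyme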
TcdB inh: inhibitors of Clostridioides difficile toxin B glycohydrolase | inhibition, % at 9.99 µM | 350,000 compounds, 0.24% hits | TcdB glycohydrolase enzymatic assay, plate reader | P18177; in the data active means inhibition above about 10%
Anthrax LF inh2: blocks Bacillus anthracis lethal factor protease; multiplex microsphere protease cleavage assay, LF; 360,000 compounds, 0.12% hits; P15917; AID 588501; inhibition, % at 10 µM; in the data active means inhibition above about 30%; further: plate controls were buffer without enzyme for full effect and enzyme alone for no effect
Target sequence (P15917 whole entry, looked up): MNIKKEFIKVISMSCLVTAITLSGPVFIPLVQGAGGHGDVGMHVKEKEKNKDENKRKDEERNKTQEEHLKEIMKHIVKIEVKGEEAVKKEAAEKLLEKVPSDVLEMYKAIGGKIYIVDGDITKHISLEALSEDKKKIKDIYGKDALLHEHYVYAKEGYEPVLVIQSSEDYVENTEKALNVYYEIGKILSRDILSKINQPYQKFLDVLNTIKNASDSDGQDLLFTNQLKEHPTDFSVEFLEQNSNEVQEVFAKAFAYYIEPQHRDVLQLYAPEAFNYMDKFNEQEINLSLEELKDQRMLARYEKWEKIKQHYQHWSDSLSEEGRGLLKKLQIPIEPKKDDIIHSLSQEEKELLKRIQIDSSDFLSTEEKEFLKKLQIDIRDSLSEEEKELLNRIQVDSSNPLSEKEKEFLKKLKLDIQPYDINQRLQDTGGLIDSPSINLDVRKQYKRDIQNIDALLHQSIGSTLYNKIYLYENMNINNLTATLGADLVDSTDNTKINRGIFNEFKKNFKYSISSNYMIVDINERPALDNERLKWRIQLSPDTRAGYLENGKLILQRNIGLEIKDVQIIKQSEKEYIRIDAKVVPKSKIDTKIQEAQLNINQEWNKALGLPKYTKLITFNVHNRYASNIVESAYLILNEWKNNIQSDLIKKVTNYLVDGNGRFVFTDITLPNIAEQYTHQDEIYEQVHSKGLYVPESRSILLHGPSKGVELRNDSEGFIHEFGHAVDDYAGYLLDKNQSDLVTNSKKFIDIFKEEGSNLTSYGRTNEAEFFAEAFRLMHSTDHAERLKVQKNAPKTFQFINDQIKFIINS
SSB-PriA inh: blocks PriA binding to SSB C-terminal tail; 430,000 compounds, 0.6% hits; inhibition, % at 33 µM; AID 1272365; AlphaScreen SSBct-PriA binding, biotinylated peptide; in the data active means inhibition mostly above about 37%, no sharp cut-off; inactive means mostly below about 20%;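 further: plate controls were negative control peptide for no effect and reference peptide for full effect; strong numbers were not always called active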
MazF activator: MazEF (E. coli) toxin RNase activation. P0AE70. FAM/BHQ RNA-DNA oligo cleavage fluorescence, 5 h. activation, % at 20 µM. 350,000 compounds, 0.32% hits. AID 504720; in the data active means activation above about 50%
Target sequence (P0AE70 whole entry, looked up): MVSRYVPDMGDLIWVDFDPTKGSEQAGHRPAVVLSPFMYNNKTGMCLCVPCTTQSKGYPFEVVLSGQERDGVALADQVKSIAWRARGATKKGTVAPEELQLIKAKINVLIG
3CLpro inhibitor: SARS-CoV 3CLpro protease inhibition. P0C6X7. 290,000 compounds, 0.14% hits. recombinant SARS-CoV 3CLpro, quenched FRET peptide cleavage. inhibition, % at 6 µM; in the data active means inhibition above about 12%
Y pestis TopoI: inhibitors of Yersinia pestis topoisomerase I. Y. pestis Topo-I cleavage product accumulation, plate reader. activity, % at 10 µM. 360,000 compounds, 0.064% hits; in the data active means activity above about 50%, passing the limit was not always enough; further: inactives centre near 2
PfHsp40 yeast: compounds rescuing yeast from Plasmodium falciparum HSP40 toxicity | S. cerevisiae expressing PfHsp40, growth rescue, ATP luminescence | growth rescue, % at 12.5 µM | 340,000 compounds, 0.68% hits; in the data active means growth rescue above about 28%, passing the limit was not always enough;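 further: yeast W303a lacking pdr1 and pdr3 grown in galactose medium; growth measured after three days at 30 °C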
Vc quorum ag: quorum light induction in luxS cqsA deficient V. cholerae | V. cholerae BH1578 lux reporter, luminescence, 6 h | activation, % at 18.7 µM | 350,000 compounds, 0.16% hits | AID 588436; in the data active means activation mostly above about 9.7%, no sharp cut-off; further: not every result past the cut was called active; inactives centre near 0; reference of the scale not given here
VHR inh abs: DUSP3 (human) phosphatase inhibition; P51452; recombinant VHR phosphatase, pNPP absorbance; inhibition, % at 13.3 µM; 290,000 compounds, 0.52% hits; AID 1654; in the data active means inhibition above about 50%; further: some compounds called inactive have numbers as strong as hits
Target sequence (P51452 whole entry, looked up): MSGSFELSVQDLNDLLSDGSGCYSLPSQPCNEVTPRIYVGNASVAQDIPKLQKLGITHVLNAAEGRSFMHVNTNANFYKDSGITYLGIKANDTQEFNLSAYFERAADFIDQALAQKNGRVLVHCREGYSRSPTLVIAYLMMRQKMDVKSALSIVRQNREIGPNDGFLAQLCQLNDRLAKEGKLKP
Starred values were filed as active, the others as inactive; i = inactive; nt = no result given. This is a subset, so the mix of outcomes need not match the whole.

1	CC(=O)NNC(=O)c1sc(=S)n(C)c1C
2	Cc1ccc(OCc2nnn(CC(=O)NS(=O)(=O)c3c(C)noc3C)c2-c2ccccc2)cc1
3	COc1cccc(NS(=O)(=O)c2ccc(-n3cccn3)cc2)c1
4	CCOc1nc(-c2ccccc2)ccc1-c1noc(-c2cccnc2)n1
5	COc1ccc(C(=O)Nc2cc(-c3ccccc3)nn2-c2ccccc2F)cc1
6	Cc1cc(C)c(SSc2nnnn2-c2ccccc2)c(C)c1
7	NC(=O)C1CCN(C(=O)c2ccc(Cl)c(NC(=O)c3cccs3)c2)CC1
8	CC(NC(=O)COC(=O)CNC(=O)C1CCCCC1)c1ccccc1 (stereo not given)

assay / compound	1	2	3	4	5	6	7	8
Rv3671c protease	-2	nt	-13	3	-4	nt	nt	1
TcdB inh	0.6	0.2	3.6	1.2	2.9	-1.3	-1.5	0.3
Anthrax LF inh2	14	-3	-4	-10	8	-4	-7	10
SSB-PriA inh	-14	nt	-21	-16	1	nt	nt	4
MazF activator	10	nt	-2	-15	-8	-12	12	5
3CLpro inhibitor	1	nt	0	nt	nt	nt	nt	nt
Y pestis TopoI	10	-1	-2	6	-8	2	-9	-2
PfHsp40 yeast	-0.2	nt	0.3	-0.6	5.9	nt	nt	-0.8
Vc quorum ag	-0.4	i	-11	-0.4	2.2	-4.0	i	-0.6
VHR inh abs	14	nt	44	nt	nt	nt	nt	nt

9	CN(C(=O)C1CCC(=O)N(CCCN2CCCC2=O)C1)C(C1CC1)C1CC1 (stereo not given)
10	CCCCN(C)CCC(=O)Nc1ccc2c(c1)CCC2
11	CC(C)CC(=O)N1CCN(C(=O)c2cccc(F)c2)CC1
12	CC1CCN(CCNC(=O)C2CCN(S(=O)(=O)c3cccc4nsnc34)CC2)CC1
13	COc1ccc(OC)c(C2CC(=O)OC3=C2C(=O)CC(C)(C)C3)c1 (stereo not given)
14	CCCCc1ccc(NC(=O)N[C@H](C(=O)O)C(C)CC)cc1 (stereo not given in full)
15	Cc1cc(C(=O)NCC(c2ccco2)N(C)C)no1 (stereo not given)
16	O=C(CN1CCN(C(=O)c2cncn2-c2ccc(F)cc2)CC1)Nc1ccccc1C(F)(F)F

assay / compound	9	10	11	12	13	14	15	16
Rv3671c protease	-4	-9	2	-1	9	4	5	-3
TcdB inh	0.6	1.5	nt	-0.4	0.8	nt	nt	2.2
Anthrax LF inh2	-2	-1	-8	4	-1	-4	-4	7
SSB-PriA inh	-6	-3	-9	-11	-10	2	-9	-9
MazF activator	2	1	3	-18	-25	-3	1	7
3CLpro inhibitor	-3	5	-1	-3	-3	3	-2	nt
Y pestis TopoI	2	5	-3	-10	9	2	7	-6
PfHsp40 yeast	-1.3	-0.4	-1.0	-1.4	-0.2	1.2	0.3	-0.6
Vc quorum ag	0.1	i	-0.7	-0.4	-0.3	4.2	-5.6	i
VHR inh abs	0	1	3	15	18	-2	-4	nt

17	CCc1noc(C)c1C(=O)N1CCN(S(=O)(=O)c2ccccc2C(F)(F)F)CC1
18	CCC(C)NCCCOc1ccc(C)cc1OC (stereo not given)
19	Cc1ccc(C)c(OCCC(=O)OCC(=O)NC2CCS(=O)(=O)C2)c1 (stereo not given)
20	CNC(=S)N(CCc1c(C)[nH]c2ccc(C)cc12)Cc1ccc(OC)c(OC)c1
21	COc1cc(OC)cc(-c2nc(-c3ccc(Br)cc3)no2)c1
22	O=C(CCNS(=O)(=O)c1cccs1)Nc1nccs1
23	Cc1ccc(NC2C(=O)NC(=O)NC2=O)cc1
24	COc1cccc(C2CC(=O)Nc3cc4c(cc32)OCCO4)c1OC(C)C (stereo not given)

assay / compound	17	18	19	20	21	22	23	24
Rv3671c protease	4	-3	-4	-4	-7	3	nt	1
TcdB inh	-4.5	0.6	1.9	0.3	nt	nt	0.6	2.4
Anthrax LF inh2	5	1	2	-1	-4	0	-1	-1
SSB-PriA inh	-2	0	-16	8	-1	-5	4	8
MazF activator	-1	6	-3	-3	-4	-1	-16	-1
3CLpro inhibitor	nt	0	nt	3	3	1	nt	3
Y pestis TopoI	3	2	-8	14	-6	-1	1	9
PfHsp40 yeast	-1.6	-0.4	0.9	0.3	0.4	1.0	-0.3	-1.6
Vc quorum ag	i	-0.5	-0.6	-0.3	-0.7	i	0.1	-0.4
VHR inh abs	nt	38	nt	-4	10	47	nt	-5

25	COc1ccc(NC(=O)C2=CC(c3cccs3)=NS(=O)(=O)N2C)cc1
26	O=C(CSCCc1ccccn1)Nc1ccc(Br)cn1
27	Cc1ccc(S(=O)(=O)N2[C@@H](c3cccc(C)c3)C(C(=O)O)=C[C@H]2CC2CCCC2)cc1
28	COc1cccc(NC(=O)COc2cc(O)c3c(c2)OC(C)(C)CC3=O)c1
29	CCC(/C=N/NC(=O)c1ccccc1F)CC
30	CC(=O)N1C2=CCCC3CCCCC23c2ccccc21 (stereo not given)
31	COc1ccc(N2Cc3cccc(C(=O)NC(C)CCc4ccco4)c3C2=O)cc1 (stereo not given)
32	CS(=O)(=O)N(CC(=O)N1CCOCC1)c1cc(Cl)ccc1Cl

assay / compound	25	26	27	28	29	30	31	32
Rv3671c protease	-3	1	-1	-7	2	nt	-5	-4
TcdB inh	2.9	nt	-0.6	0.1	-0.1	2.0	-0.7	0.3
Anthrax LF inh2	-4	0	2	2	0	-5	-8	-5
SSB-PriA inh	24	-15	-2	-10	nt	-13	-1	-15
MazF activator	4	3	2	4	9	-2	-13	1
3CLpro inhibitor	0	2	nt	4	3	nt	1	0
Y pestis TopoI	-7	1	16	3	-4	38	19	-14
PfHsp40 yeast	0.7	0.7	0.4	1.2	-0.1	0.5	-0.3	-0.4
Vc quorum ag	-0.2	-2.2	i	-0.3	-0.4	nt	i	1.9
VHR inh abs	33	33	nt	5	19	nt	13	1

33	O=C(O)c1ccccc1C(=O)NNc1ccc(F)cc1
34	Cc1ccc(NC(=O)c2oc3ccccc3c2NC(=O)c2ccc3c(c2)OCO3)cc1
35	COc1ccc(CNc2nccn3ccnc23)cc1
36	CCOC(=O)C1C(C(=O)OC)=C(c2ccc(OC)cc2)c2ccccc2N1S(=O)(=O)C(F)(F)F (stereo not given)
37	CCOc1ccc([C@@H]2CC=C(C(=O)O)CN2S(=O)(=O)c2ccc(C)cc2)cc1
38	COc1ccc(NC(C)=O)cc1NC(C)C(=O)Nc1ccccc1F (stereo not given)
39	COc1cccc(N2CCN(C3C4CC5CC(C4)CC3C5)CC2)c1 (stereo not given)
40	Cc1cc(F)ccc1C(O)c1ncc(-c2cccc(F)c2)[nH]1 (stereo not given)

assay / compound	33	34	35	36	37	38	39	40
Rv3671c protease	-5	-14	nt	nt	-13	-6	4	nt
TcdB inh	nt	nt	1.0	0.4	0.4	nt	nt	1.4
Anthrax LF inh2	4	0	-4	-20	-3	-3	2	0
SSB-PriA inh	-6	-15	nt	-20	-10	-10	5	nt
MazF activator	0	-3	nt	2	4	-4	1	nt
3CLpro inhibitor	-3	2	nt	nt	nt	-4	1	nt
Y pestis TopoI	-4	2	-4	6	-1	-9	14	0
PfHsp40 yeast	0.9	0.5	nt	2.7	1.1	-1.3	-0.9	nt
Vc quorum ag	-0.6	-1.4	-0.9	-1.0	-0.4	-2.1	i	3.6
VHR inh abs	19	23	nt	nt	nt	-1	32	nt

41	c1cncc(-c2nc(NCc3ccc4c(c3)OCO4)c3ccccc3n2)c1
42	CC(C)C(=O)Nc1ccc(NC(=O)c2ccc(COc3ccccc3)cc2)cc1
43	COC(=O)c1c(C(=O)OC)c2c(-c3ccccc3)cc3cccc1n32
44	CC1CCCC(NC(=O)CCC(=O)NCc2ccccc2)C1C (stereo not given)
45	CCOC(=O)C1=C(O)/C(=C\c2cc(C)n(-c3ccccc3F)c2C)N=C1C
46	CCc1ccccc1NC(=O)NCCN1CCCCC1
47	COc1ccc(C(=O)OCc2ccccc2C#N)cc1S(=O)(=O)N1CCOCC1
48	CCc1ccc(NC(=O)C2C3CCC(O3)C2C(=O)O)cc1 (stereo not given)

assay / compound	41	42	43	44	45	46	47	48
Rv3671c protease	-12	8	nt	-2	1	6	nt	3
TcdB inh	-0.3	0.4	0.8	0.8	-3.5	1.7	2.3	-0.2
Anthrax LF inh2	nt	10	37*	-16	4	15	-7	1
SSB-PriA inh	-5	-4	nt	-16	-17	-3	nt	-13
MazF activator	-7	6	-10	13	-12	10	4	4
3CLpro inhibitor	2	-1	nt	-2	5	1	nt	8
Y pestis TopoI	-7	1	18	2	-3	0	7	0
PfHsp40 yeast	2.4	0.5	nt	-0.5	-1.1	-0.9	nt	0.6
Vc quorum ag	i	i	i	i	-0.3	-0.4	0.8	-0.6
VHR inh abs	14	10	nt	21	3	30	nt	34

4 entries drawn at random from those above, as already listed:
4	CCOc1nc(-c2ccccc2)ccc1-c1noc(-c2cccnc2)n1
3	COc1cccc(NS(=O)(=O)c2ccc(-n3cccn3)cc2)c1
21	COc1cc(OC)cc(-c2nc(-c3ccc(Br)cc3)no2)c1
7	NC(=O)C1CCN(C(=O)c2ccc(Cl)c(NC(=O)c3cccs3)c2)CC1

assay / compound	4	3	21	7
Rv3671c protease	3	-13	-7	nt
TcdB inh	1.2	3.6	nt	-1.5
Anthrax LF inh2	-10	-4	-4	-7
SSB-PriA inh	-16	-21	-1	nt
MazF activator	-15	-2	-4	12
3CLpro inhibitor	nt	0	3	nt
Y pestis TopoI	6	-2	-6	-9
PfHsp40 yeast	-0.6	0.3	0.4	nt
Vc quorum ag	-0.4	-11	-0.7	i
VHR inh abs	nt	44	10	nt

(continued)
49	COC(=O)C1=C(C(=O)OC)[C@@H]2N(C)c3ccc(OC)cc3[C@@]23C[C@@H](C(=O)OC)N(C(=O)c2ccco2)C3=N1
50	CCCSCC(=O)Nc1ncc2c(n1)-c1ccccc1CC2
51	N#CC(C#N)=C1CCCc2sccc21
52	COc1ccccc1CN1C[C@@H]2C[C@@H](C3=Cc4cc(Cl)ccc4OC3)N3CCC[C@@]23C1=O
53	COc1ccccc1N1CCN(C(=O)c2oc3cc(C)c(C)cc3c2C)CC1
54	COc1ccc(-c2csc(C(C)(O)c3cccc(F)c3)n2)cc1 (stereo not given)
55	COC(=O)C(CCSC)NC(=O)Cn1ncc2c(=O)oc3ccccc3c21 (stereo not given)
56	CCCCCCCc1c(O)nc(SCC(=O)O)[nH]c1=O

assay / compound	49	50	51	52	53	54	55	56
Rv3671c protease	6	-1	nt	-6	nt	nt	5	-5
TcdB inh	-0.7	-0.7	0.6	1.0	nt	0.9	1.6	-3.3
Anthrax LF inh2	-1	-1	-1	-2	1	-7	-7	-9
SSB-PriA inh	-4	-6	-10	16	-9	nt	-6	-11
MazF activator	4	-10	6	-13	6	nt	4	-6
3CLpro inhibitor	nt	0	nt	0	-2	nt	-4	5
Y pestis TopoI	16	-2	3	4	15	3	0	17
PfHsp40 yeast	-0.1	0.6	-1.0	1.1	2.2	nt	9.5	1.3
Vc quorum ag	1.4	0.0	1.3	-0.3	i	-0.4	-1.0	-2.1
VHR inh abs	nt	24	nt	13	-12	nt	5	16

57	CC(=O)c1ccc(NC(=O)c2cc(Cl)sc2Cl)cc1
58	CCS(=O)(=O)Nc1ccc(C2=NN(S(=O)(=O)c3ccc(F)cc3)C(c3ccco3)C2)cc1 (stereo not given)
59	Cc1c(C(=O)c2no[n+]([O-])c2C(=O)c2cnn(C)c2C)cnn1C
60	COc1ccc(/C=N/N2CCOCC2)cc1COc1ccc(F)cc1
61	O=C(Nc1cccc(Br)c1)c1c(O)c2c(n(Cc3ccccc3)c1=O)CCCC2
62	Cc1ccc(OCC(=O)N/N=C/c2ccncc2)cc1
63	COc1ccc(NC(=S)NC2CC3CCCC(C2)N3C2CC2)cc1 (stereo not given)

assay / compound	57	58	59	60	61	62	63
Rv3671c protease	3	-10	-8	0	1	4	8
TcdB inh	0.9	nt	nt	1.0	0.7	nt	-0.7
Anthrax LF inh2	-1	-1	0	-3	nt	-3	-6
SSB-PriA inh	-12	-4	-1	nt	-8	nt	3
MazF activator	1	-23	-3	-11	-11	5	6
3CLpro inhibitor	-2	-5	-7	2	2	-3	-5
Y pestis TopoI	8	8	-2	0	-1	7	1
PfHsp40 yeast	0.8	0.7	-0.4	-1.3	nt	-0.1	-0.1
Vc quorum ag	-0.2	0.1	nt	i	-0.4	i	-0.3
VHR inh abs	16	-1	12	-14	0	31	22
